Source: PubChem BioAssay
CHOP UPR activ: activators of apoptotic CHOP UPR arm, primary screen, cell-based, CHO-CHOP luciferase reporter, luminescence, uHTS; UPR activation; percent of tunicamycin response over DMSO baseline; activation, % at 10 µM; actives 0.34% (n = 330,000); AID 449763, 2010;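 active = at 10 µM dose, activation of 40% or more, normalized to positive control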;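 also: 100% = tunicamycin at 10 µg/mL and 0% = DMSO alone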
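System: CHO-CHOP luciferase reporter cell line | Buffer or medium: F12 medium containing 10% fetal bovine serum | Doses: One dose, 10 µM in 0.5% DMSO | Times: 6 h compound exposure at 37 °C after overnight seeding | Signal: Luciferase luminescence | Read-out: % activation vs tunicamycin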
APJ antagonist: antagonists of human apelin receptor APJ, primary screen, CHO-K1 cells, beta-arrestin complementation, luminescence. P35414. inhibition, % at 20 µM. actives 0.32% (n = 330,000). AID 2521, 2010;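 active = inhibition above about 40% at 20 µM, limit read from the data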;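 also: cells challenged with 10 nM apelin-13 agonist together with compound; plate controls were apelin-13 plus DMSO wells for no effect and DMSO wells lacking apelin-13 for full effect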
CXCR6 block: CXCR6 receptor inhibitors, primary screen, cell-based, beta-arrestin, luminescence, CHO-K1 PathHunter, 1536-well; inhibition, % at 20 µM; actives 0.36% (n = 360,000); in the data active = inhibition above about 34%, passing the limit was not always enough;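 also: antagonist mode with CXCL16 agonist at 10 nM final; 0% = 10 nM CXCL16 with DMSO and 100% = unstimulated wells without agonist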
tim23-1 inh: growth inhibitors of tim23-1 mutant yeast, primary screen, luminescence, uHTS. S. cerevisiae tim23-1 growth, BacTiter-Glo luminescence, 24 h. inhibition, % at 20 µM. actives 1.3% (n = 330,000). AID 463212, 2010;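 active = growth inhibition of the mutant yeast at or above 50%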;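 also: temperature-sensitive mutant grown at 25 °C; plate controls were DMSO-treated mutant yeast for no effect and medium wells lacking yeast for full effect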
TIM10 inh: growth inhibitors of isogenic TIM10 control yeast, primary screen, counter-screen for tim10-1 yeast inhibitor project, luminescence, uHTS. inhibition, % at 10 µM. S. cerevisiae TIM10 strain growth, BacTiter-Glo luminescence, 24 h. actives 1.4% (n = 330,000);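 active = inhibition of 40% or more at the single tested concentration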;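 also: wild-type TIM10 isogenic control strain grown at permissive 25 °C; 0% = DMSO yeast wells and 100% = minimal medium wells without yeast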
APJ ag: agonists of human apelin receptor APJ, primary screen, CHO-K1 cells, PathHunter beta-arrestin, luminescence | activation, % at 20 µM | P35414 | 0% DMSO wells, 100% apelin | actives 0.11% (n = 330,000);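 active = activation more than six SD over the plate average, tested at 20 µM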;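 also: 0% = DMSO alone and 100% = apelin-13 at 10 nM; some results filed as inactive read as strong as hits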
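Assay system: engineered CHO-K1 APJ arrestin reporter cells; Amount: 1000 CHO-K1 reporter cells seeded per well; Dosing: one dose, 20 µM compound, 1% DMSO; Times: compound stimulation 90 min at 25 °C, detection 60 min; Measured by: luminescent beta-gal fragment complementation, chemiluminescent substrate; Read-out: APJ–arrestin association signal; Controls: DMSO vs Apelin-13 10 nM.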
XBP1 UPR activ: activators of adaptive XBP1 UPR arm, primary screen, cell-based, CHO-XBP1 luciferase reporter, luminescence, uHTS. activation, % at 20 µM. actives 0.33% (n = 330,000). IRE1-XBP1 UPR activation; percent of tunicamycin response, DMSO as zero;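 active = versus positive control, 20 µM dose yields 30% or more activation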;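 also: 100% = tunicamycin at 10 µg/mL and 0% = DMSO only wells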
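Material: CHO-XBP1 cells stably carrying IRE1-XBP1-driven luciferase reporter | Medium: F12 with 10% serum | Compound dosing: 20 µM single concentration, DMSO 1% | Incubation: Overnight seeding at 37 °C, 6 h compound treatment at 37 °C | Detection: Steady-Glo luminescence read | Read-out basis: % activation of reporter signal versus tunicamycin and DMSO controls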
tim10-1 inh: growth inhibitors of tim10-1 mutant yeast, primary screen, luminescence, uHTS | inhibition, % at 20 µM | S. cerevisiae tim10-1 ts strain growth, BacTiter-Glo, 24 h | actives 2.2% (n = 330,000);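 active = inhibition of at least 40%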;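 also: mutant grown at 25 °C; 0% = DMSO wells with yeast and 100% = wells holding no yeast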
Mdm2-MdmX inh: inhibitors of human Mdm2-MdmX association, primary screen, cell-based, luminescence, split luciferase, SaOS-2, uHTS; inhibition, % at 8 µM; SaOS-2 split-luciferase Mdm2/MdmX complementation; AID 485346, 2010; actives 3% (n = 330,000);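 active = inhibition of at least 50% at 8 µM in the primary screen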
Target sequence (O15151 whole entry, looked up): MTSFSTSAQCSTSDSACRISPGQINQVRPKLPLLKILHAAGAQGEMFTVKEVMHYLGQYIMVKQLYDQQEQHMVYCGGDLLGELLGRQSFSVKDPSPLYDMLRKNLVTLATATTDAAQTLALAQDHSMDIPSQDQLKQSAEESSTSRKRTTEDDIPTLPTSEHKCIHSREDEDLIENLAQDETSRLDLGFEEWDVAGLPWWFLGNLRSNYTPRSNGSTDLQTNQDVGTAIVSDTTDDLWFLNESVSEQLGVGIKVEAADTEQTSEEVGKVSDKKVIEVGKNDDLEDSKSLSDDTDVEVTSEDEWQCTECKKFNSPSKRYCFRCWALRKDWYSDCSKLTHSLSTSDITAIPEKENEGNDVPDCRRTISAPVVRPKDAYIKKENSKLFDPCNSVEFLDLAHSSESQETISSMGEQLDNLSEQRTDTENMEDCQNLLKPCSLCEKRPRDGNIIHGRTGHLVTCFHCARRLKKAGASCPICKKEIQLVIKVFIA
Target sequence (Q00987 whole entry, looked up): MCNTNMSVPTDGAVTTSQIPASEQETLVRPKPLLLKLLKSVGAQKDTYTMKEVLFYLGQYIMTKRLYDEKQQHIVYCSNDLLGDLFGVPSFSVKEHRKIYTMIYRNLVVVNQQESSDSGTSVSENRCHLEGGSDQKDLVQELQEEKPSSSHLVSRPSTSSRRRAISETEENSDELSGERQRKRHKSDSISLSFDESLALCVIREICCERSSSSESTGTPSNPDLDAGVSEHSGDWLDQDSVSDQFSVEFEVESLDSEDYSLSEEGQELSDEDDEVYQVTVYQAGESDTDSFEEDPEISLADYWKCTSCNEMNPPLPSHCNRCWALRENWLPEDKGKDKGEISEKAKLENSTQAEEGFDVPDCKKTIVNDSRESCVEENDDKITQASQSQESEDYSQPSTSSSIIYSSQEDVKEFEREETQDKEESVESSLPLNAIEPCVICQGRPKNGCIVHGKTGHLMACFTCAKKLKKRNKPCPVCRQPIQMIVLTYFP
Numbers without * were called inactive.

Start of the listing, in advance, 2 compounds:
Results for Cc1cc(S(=O)(=O)NC(C)C)ccc1OCC(=O)Nc1ccc2c(c1)OCCO2 ?
CHOP UPR activ: -1.6; APJ antagonist: -9; CXCR6 block: -9; tim23-1 inh: 19; TIM10 inh: 7; APJ ag: 1; XBP1 UPR activ: -4; tim10-1 inh: 22; Mdm2-MdmX inh: 8

How did Cc1oc(-c2ccc(-c3ccccc3)cc2)nc1CN(CCO)C(C)C do in these assays?
CHOP UPR activ: 2.0; APJ antagonist: -19; CXCR6 block: 13; tim23-1 inh: 25; TIM10 inh: 11; APJ ag: 0; XBP1 UPR activ: -5; tim10-1 inh: 5; Mdm2-MdmX inh: -84

The whole of this part, previewed entries included:
Results for Cc1cc(S(=O)(=O)NC(C)C)ccc1OCC(=O)Nc1ccc2c(c1)OCCO2 ?
CHOP UPR activ: -1.6; APJ antagonist: -9; CXCR6 block: -9; tim23-1 inh: 19; TIM10 inh: 7; APJ ag: 1; XBP1 UPR activ: -4; tim10-1 inh: 22; Mdm2-MdmX inh: 8

How did Cc1oc(-c2ccc(-c3ccccc3)cc2)nc1CN(CCO)C(C)C do in these assays?
CHOP UPR activ: 2.0; APJ antagonist: -19; CXCR6 block: 13; tim23-1 inh: 25; TIM10 inh: 11; APJ ag: 0; XBP1 UPR activ: -5; tim10-1 inh: 5; Mdm2-MdmX inh: -84

Results for COCCNC(=S)NNC(=O)CSCc1ccc(Cl)cc1Cl ?
CHOP UPR activ: 0.3; APJ antagonist: 18; CXCR6 block: 0; tim23-1 inh: 11; TIM10 inh: 15; APJ ag: -4; XBP1 UPR activ: -2; tim10-1 inh: 17; Mdm2-MdmX inh: -18

What do the screens show for `Cc1occc1C(=O)NCc1nc(-c2ccc(Cl)cc2)no1`?
CHOP UPR activ: -1.9; APJ antagonist: -3; CXCR6 block: -19; tim23-1 inh: 17; TIM10 inh: -10; APJ ag: -4; XBP1 UPR activ: -1; tim10-1 inh: -25; Mdm2-MdmX inh: 8

How did CN1C(=O)C2C(c3ccc(N(C)C)cc3)NN(Cc3ccccc3)C2C1=O (stereo not drawn) do in these assays?
CHOP UPR activ: 1.9; APJ antagonist: 4; CXCR6 block: -2; tim23-1 inh: -3; TIM10 inh: -12; APJ ag: -4; XBP1 UPR activ: -1; tim10-1 inh: -42; Mdm2-MdmX inh: 15

What do the screens show for `COc1ccc(N2CCN(CC(O)COc3c(OC)cccc3OC)CC2)cc1` (stereo not drawn)?
CHOP UPR activ: 0.0; APJ antagonist: 14; CXCR6 block: 2; tim23-1 inh: 8; TIM10 inh: -2; APJ ag: -3; XBP1 UPR activ: -4; tim10-1 inh: -7; Mdm2-MdmX inh: -7

How did Cc1cc(C(=O)NCC(c2ccco2)N(C)C)no1 (stereo not drawn) do in these assays?
CHOP UPR activ: -3.0; APJ antagonist: 20; CXCR6 block: -8; tim23-1 inh: -8; TIM10 inh: -12; APJ ag: -4; XBP1 UPR activ: 0; tim10-1 inh: 13; Mdm2-MdmX inh: -1

Results for CSc1ncccc1C(=O)NC1CCCCCCC1 ?
CHOP UPR activ: 2.7; APJ antagonist: -14; CXCR6 block: 0; tim23-1 inh: 5; TIM10 inh: -5; APJ ag: -4; XBP1 UPR activ: -2; tim10-1 inh: 0; Mdm2-MdmX inh: -9

Results for C/C(CC(=O)NC(C)C)=N\NC(=O)COc1cc(C)c(Br)cc1Br ?
CHOP UPR activ: 0.5; APJ antagonist: -5; CXCR6 block: -9; tim23-1 inh: 20; TIM10 inh: -2; APJ ag: 0; XBP1 UPR activ: -1; tim10-1 inh: 23; Mdm2-MdmX inh: 9

What do the screens show for `COc1ccc(Cl)cc1NC(=O)COC(=O)CCNS(=O)(=O)c1cccs1`?
CHOP UPR activ: -1.0; APJ antagonist: 18; CXCR6 block: 2; tim23-1 inh: 4; TIM10 inh: -12; APJ ag: -1; XBP1 UPR activ: 1; tim10-1 inh: -12; Mdm2-MdmX inh: 2

How did C/C(=N\NC(=S)NCCc1ccccc1)c1ccc(Cl)cc1 do in these assays?
CHOP UPR activ: -1.8; APJ antagonist: 2; CXCR6 block: 18; tim23-1 inh: 42; TIM10 inh: 29; APJ ag: -1; XBP1 UPR activ: 0; tim10-1 inh: 39; Mdm2-MdmX inh: 8

What do the screens show for `O=C(c1ccc2nc3ccc(Cl)cc3c(=O)n2c1)N1CCOCC1`?
CHOP UPR activ: 0.8; APJ antagonist: -4; CXCR6 block: 5; tim23-1 inh: 1; TIM10 inh: 11; APJ ag: -4; XBP1 UPR activ: -2; tim10-1 inh: 13; Mdm2-MdmX inh: -17

What do the screens show for `O=C(O)c1ccc(-n2c(-c3ccccc3)n[nH]c2=S)cc1`?
CHOP UPR activ: 0.1; APJ antagonist: -2; CXCR6 block: -3; tim23-1 inh: -4; TIM10 inh: -6; APJ ag: 1; XBP1 UPR activ: -4; tim10-1 inh: -16; Mdm2-MdmX inh: -3

Results for Cc1ccc(C)c(NC(=O)CS(=O)(=O)c2c[nH]c3ccccc23)c1 ?
CHOP UPR activ: -3.3; APJ antagonist: -28; CXCR6 block: 10; tim23-1 inh: 2; TIM10 inh: 6; APJ ag: 13; XBP1 UPR activ: -3; tim10-1 inh: 12; Mdm2-MdmX inh: 22

Results for COCCNC(=O)c1csc2c1CCCC2 ?
CHOP UPR activ: -0.3; APJ antagonist: 2; CXCR6 block: -7; tim23-1 inh: 18; TIM10 inh: -1; APJ ag: 1; XBP1 UPR activ: -1; tim10-1 inh: 4; Mdm2-MdmX inh: 1

Results for Cc1ccc(NC2=C(N3CCOCC3)C(=O)c3ccccc3C2=O)cc1 ?
CHOP UPR activ: 1.7; APJ antagonist: -22; CXCR6 block: 1; tim23-1 inh: 21; TIM10 inh: 9; APJ ag: 1; XBP1 UPR activ: -4; tim10-1 inh: 10; Mdm2-MdmX inh: -50

How did C=CCNC(=O)c1ccccc1NC(=O)c1cccc2ccccc12 do in these assays?
CHOP UPR activ: -1.2; APJ antagonist: 6; CXCR6 block: -3; tim23-1 inh: 6; TIM10 inh: 33; APJ ag: -1; XBP1 UPR activ: -2; tim10-1 inh: 11; Mdm2-MdmX inh: 16

What do the screens show for `Cc1ccccc1CNC(=O)c1ccc2ccccc2n1`?
CHOP UPR activ: 1.2; APJ antagonist: -4; CXCR6 block: -5; tim23-1 inh: 29; TIM10 inh: 18; APJ ag: 1; XBP1 UPR activ: -4; tim10-1 inh: -11; Mdm2-MdmX inh: 15

What do the screens show for `Fc1ccccc1-c1cc2ncccc2cn1`?
CHOP UPR activ: 1.9; APJ antagonist: 9; CXCR6 block: 6; tim23-1 inh: 6; TIM10 inh: 8; APJ ag: -3; XBP1 UPR activ: 0; tim10-1 inh: -2; Mdm2-MdmX inh: -29

Results for Cc1ccc(NC(=S)N2CCC(N(C)CC3CCCO3)CC2)c(C)c1 (stereo not drawn) ?
CHOP UPR activ: -0.1; APJ antagonist: 14; CXCR6 block: 5; tim23-1 inh: 6; TIM10 inh: -1; APJ ag: -6; XBP1 UPR activ: 1; tim10-1 inh: -3; Mdm2-MdmX inh: 26

What do the screens show for `O=C(O)CC1CCC(=C(Cl)Cl)C1` (stereo not drawn)?
CHOP UPR activ: 46*; APJ antagonist: 11; CXCR6 block: 9; tim23-1 inh: 18; TIM10 inh: 15; APJ ag: -4; XBP1 UPR activ: -6; tim10-1 inh: 30; Mdm2-MdmX inh: -24

How did O=C(Nc1ccccc1F)C(c1ccccc1)c1ccccc1 do in these assays?
CHOP UPR activ: -0.1; APJ antagonist: -8; CXCR6 block: -4; tim23-1 inh: 15; TIM10 inh: 22; APJ ag: -8; XBP1 UPR activ: 0; tim10-1 inh: 7; Mdm2-MdmX inh: -7

What do the screens show for `FCCCOc1ccc(-c2nccc(-c3ccc(F)cc3)n2)cc1`?
CHOP UPR activ: 1.3; APJ antagonist: 6; CXCR6 block: -1; tim23-1 inh: 30; TIM10 inh: 16; APJ ag: -1; XBP1 UPR activ: 1; tim10-1 inh: 27; Mdm2-MdmX inh: -4

How did COc1ccccc1C(=O)ON=C1c2ccccc2-c2ccccc21 do in these assays?
CHOP UPR activ: 1.2; APJ antagonist: 6; CXCR6 block: -5; tim23-1 inh: 30; TIM10 inh: 21; APJ ag: -4; XBP1 UPR activ: 1; tim10-1 inh: 22; Mdm2-MdmX inh: 9

Results for CO/N=C/NC(=O)c1cn(-c2ccc(F)cc2)c(=O)c2ccccc12 ?
CHOP UPR activ: 0.4; APJ antagonist: 2; CXCR6 block: -1; tim23-1 inh: 7; TIM10 inh: 2; APJ ag: -4; XBP1 UPR activ: 1; tim10-1 inh: 14; Mdm2-MdmX inh: -9

What do the screens show for `CCC(=O)Nc1cccc(C(=O)/C=C/c2cc(Br)ccc2OC)c1`?
CHOP UPR activ: 3.5; APJ antagonist: 13; CXCR6 block: 6; tim23-1 inh: 44; TIM10 inh: 23; APJ ag: -3; XBP1 UPR activ: -3; tim10-1 inh: 31; Mdm2-MdmX inh: 97*

Results for Cc1cccc(S(=O)(=O)c2c(N)n(/N=C/c3ccccc3)c3nc4ccccc4nc23)c1 ?
CHOP UPR activ: 3.6; APJ antagonist: 9; CXCR6 block: -5; tim23-1 inh: 8; TIM10 inh: 14; APJ ag: 1; XBP1 UPR activ: -3; tim10-1 inh: 9; Mdm2-MdmX inh: 39

What do the screens show for `O=C(CCc1c[nH]c2ccccc12)NCc1cccc(Cl)c1`?
CHOP UPR activ: 3.4; APJ antagonist: 5; CXCR6 block: -3; tim23-1 inh: 7; TIM10 inh: -11; APJ ag: -2; XBP1 UPR activ: 4; tim10-1 inh: 3; Mdm2-MdmX inh: 24

Results for COc1cccc(CCC(=O)N2CCC(n3nccc3NC(=O)CC(C)C)CC2)c1 ?
CHOP UPR activ: 1.8; APJ antagonist: -1; CXCR6 block: 0; tim23-1 inh: -11; TIM10 inh: -5; APJ ag: -4; XBP1 UPR activ: -3; tim10-1 inh: 0; Mdm2-MdmX inh: 9

What do the screens show for `O=C(Nc1ccccc1C(=O)O)c1cccc(NC(=O)c2ccccc2Cl)c1`?
CHOP UPR activ: 3.3; APJ antagonist: 32; CXCR6 block: 0; tim23-1 inh: 5; TIM10 inh: 0; APJ ag: 1; XBP1 UPR activ: -2; tim10-1 inh: -13; Mdm2-MdmX inh: 27

Results for CCCCn1cc(S(=O)(=O)c2ccccc2)c(=O)c2cc(C)ccc21 ?
CHOP UPR activ: -0.9; APJ antagonist: 17; CXCR6 block: -2; tim23-1 inh: -6; TIM10 inh: -3; APJ ag: 1; XBP1 UPR activ: -3; tim10-1 inh: -15; Mdm2-MdmX inh: 21

Some of the compounds tested; rates above refer to the full screens.
